# Bioassay records (PubChem)
# Lipid storage S3 – qHTS Assay for Lipid Storage Modulators in Drosophila S3 Cells. Drosophila S3 cells, BODIPY lipid droplet fluorescence, 18-24 h; cells fed with added oleic acid. lipid storage change, negative = inhibition, % at the top dose, mostly 46.1 µM; hits show Potency in µM. 320,000 tested, 0.64% active; active = well fitted inhibition curve with a large enough effect in the signal ratio, with a control signal flat, not every such curve was filed as active; inconclusive = small, poorly fitted or top-dose-only effect, or effect the other way, or a change in a side signal; the % refers to the signal ratio
#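 Drosophila S3 cells loaded with oleic acid (400 uM, as added) and compounds at several concentrations; lipid droplets imaged by 488-nm laser-scanning cytometry, 500–530 nm intensity and object ratio to cell channel. Percent activity normalized to 20 uM Triacsin C.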
# Lipid storage S3 cell count max – also measured in Lipid storage S3; calls as there; cell number change, %; measured here: cell count max response;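 cells counted by Cell Tracker Red CMTPX staining in the red channel; peak over a dose series mostly up to 46.1 µM; percent activity relative to internal control wells on each plate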
# An asterisk follows results filed as active; i = inactive; ? = inconclusive; . = no result given; [ ] = remark or other dose. % is scaled to controls: 0 for no effect and ±100 for the full control effect; potency is read from the fitted curve at half-maximal effect. Not all compounds are listed (hit frequency here may not be typical).
SMILES | Lipid storage S3 | Lipid storage S3 cell count max
Cc1ccc(C)c(NC(=O)CN(C)C(=O)[C@@H](NC(N)=O)C(C)C)c1 | ? | .
C/C(=N\NC(=O)CCC(=O)O)c1c(-c2ccccc2)c2cc(Br)ccc2[nH]c1=O | 8% | 3
CN1CC2=Cc3ccccc3OC23Oc2ccccc2C=C3C1 | 0% | -6
CNC(=O)c1ccc(OCc2ccccc2)c(OC)c1 | ? | .
COc1ccc(CCNC(=O)C2CCN(S(=O)(=O)c3ccc(C)cc3)CC2)cc1OC | ? | .
COc1ccc(C(=O)NC(=S)N2CCCCC2)cc1 | ? | .
O=C(c1nc[nH]c1C(=O)N1CCc2ccccc2C1)N1CCc2ccccc2C1 | 3% | -8
O=C(c1ccccc1)N1CCN(C(=O)c2cc3ccccc3o2)CC1 | ? | .
COC(=O)c1sc(=S)n(Cc2ccccc2)c1C | ? | .
CCOC(=O)C1(CCc2ccccc2)CCN(C(=O)CCc2cnn(C)c2)CC1 | -13% | -11
CN(CC(=O)Nc1ccc(Cl)c(Cl)c1)C(=O)c1cccc2cccnc12 | ? | .
CCN(CC)c1ccc(/C=N/NS(=O)(=O)c2cccc([N+](=O)[O-])c2)cc1 | 7% | -4
CCn1c(SCC(=O)OCc2ccccc2)nnc1-c1ccco1 | ? | .
O=C(Cc1ccc([N+](=O)[O-])cc1)N1CCCc2ccccc21 | 0% | 1
CCc1cc(OCCOCCN(C)C)ccc1Cl | -1% | -5
Cc1oc(-c2ccccc2F)nc1CS(=O)CC(=O)NC1CCCCC1 (stereo not drawn) | ? | .
O=C(O)C1CCCC[C@H]1C(=O)Nc1ncc([N+](=O)[O-])s1 (stereo partly drawn) | 1% | 6
COCCNC(=O)c1ccc(NC(=O)C2(c3ccccc3)CCCC2)cc1 | ? | .
COc1ccc(-c2cn(-c3ccc(C)cc3)c(=O)n2CC(=O)Nc2ccc(OC)cc2OC)cc1 | ? | .
COc1ccc(-c2[nH]ncc2CN(C)Cc2c(C)n[nH]c2C)c(OC)c1 | -1% | -10
COc1ccc(NC(=O)C(NC(=O)Cc2cccs2)c2ccccc2)cc1 (stereo not drawn) | 1% | -3
COc1ccc(C)cc1S(=O)(=O)Nc1cccc(-c2ccc(N3CCCCCC3)nn2)c1 | ? | .
COc1cc2[nH]c(=S)nc(NCc3cccs3)c2cc1OC | ? | .
O=C(COC(=O)c1ccc(S(=O)(=O)N2CCCC2)cc1)Nc1cccnc1Cl | ? | .
CCOc1ccc(Oc2ccc(C(F)(F)F)cc2N)cc1 | ? | .
CC1(C(=O)NC2CCCCC2)CCC(=O)N1Cc1cccnc1 (stereo not drawn) | ? | .
COCc1nnc(NC(=O)CCC2CCCCC2)s1 | ? | .
CCOC(=O)N1CCN(c2nc3ccc(C(=O)c4ccccc4)cc3n3cnnc23)CC1 | -9% | -4
Cc1ccc(S(=O)(=O)NCCc2ccncc2)cc1 | i | .
Cc1ccc(S(=O)(=O)N2CCCCC2CCNC(=O)C(=O)NCCc2ccco2)cc1 (stereo not drawn) | ? | .
O=C(O)C1CCC1C(=O)Nc1nc(-c2ccc(Cl)s2)cs1 (stereo not drawn) | 9% | 6
CC(C)CNC(=O)CN1C(=O)NC(Cc2c[nH]c3ccccc23)C1=O (stereo not drawn) | ? | .
Cn1cccc1/C=C1\SC(=O)N(CC(=O)Nc2ccc(F)cc2)C1=O | -25% | 2
COc1ccc(S(=O)(=O)N(C)CC(=O)Nc2ccccc2OC)cc1 | i | 26
O=C(Nc1ccc(Cl)cc1)Nc1nnc(Cc2ccc([N+](=O)[O-])cc2)s1 | 8% | 3
CCCCC1=CC2=CC(=O)C(C)(OC(=O)CC)C(=O)C2=CN1CCc1c[nH]c2ccccc12 (stereo not drawn) | 7% | 7
O=C(COC(=O)CNC(=O)c1ccco1)Nc1ccc(F)cc1 | ? | .
COc1ccc(S(=O)(=O)N2CCN(C(=O)c3c(C)nn(-c4ccccc4)c3C)CC2)cc1 | ? | .
NC(=O)c1cc(S(=O)(=O)N2CC=C(c3ccccc3)CC2)cs1 | ? | .
O=C(CCC1CCCCC1)Nc1c2c(nn1-c1ccc(F)cc1)CS(=O)(=O)C2 | ? | .
O=C(c1cccc(Br)c1)N1CCN(S(=O)(=O)N2CCCCCC2)CC1 | ? | .
CCOc1ccc(NC(=O)NCC2CCN(Cc3ccc(F)cc3)CC2)cc1 | ? | .
CCOC(=O)/C=C/C(=O)Nc1ccc(-c2nnc3n2CCCCC3)cc1 | 9% | 11
O=C(Nc1ccc(F)cc1F)c1cc(-c2ccc3c(c2)OCO3)on1 | ? | .
CCN(CC)S(=O)(=O)N1CCC(C(=O)NCCN2CCOCC2)CC1 | ? | .
CC(C)=N/N=C1/NC(=O)C(CC(=O)Nc2cc(Cl)ccc2C)S1 (stereo not drawn) | -22% | 19
Cc1c(CCC(=O)NCCCN2CCCC2=O)c(=O)oc2cc(O)ccc12 | ? | .
Cc1cccc2c(=O)c(C(=O)NCCCN3CCOCC3)c[nH]c12 | i | .
Cc1ccc(Nc2nc(-c3c(C)nc4ncccn34)cs2)cc1 | ? | .
CCOC(=O)c1csc(-c2ccc([N+](=O)[O-])cc2)n1 | -25% | 12
C=CCNc1nc(C(=O)OCC(=O)c2ccc(OC)cc2OC)cs1 | ? | .
OC(COc1ccc(-c2ccccc2)cc1)CN1CCOCC1 (stereo not drawn) | ? | .
CC(=O)COc1cc(C)cc2oc(=O)cc(-c3ccccc3)c12 | ? | .
CC(C)[C@@H]1N[C@]2(C(=O)Nc3ccccc32)[C@@H]2C(=O)N(c3cccc(C(F)(F)F)c3)C(=O)[C@@H]21 | 19% | -15
CCOc1cc(Cl)c(NC(=O)CC)cc1OCC | 5% | 0
CC(C)N1CC(O)=C(c2nc3ccccc3c(=O)[nH]2)C1=N | ? | .
Cn1c(CC(=O)Nc2ccc(F)cc2)c(Sc2ccccc2)c2ccccc21 | 3% | 0
COc1ccccc1OCCCOc1ccc(C)cc1Br | ? | .
Cc1nc2ccccn2c1C(=O)/C=C/c1ccc(F)cc1 | ? | .
CCn1c2ccccc2c2cc(NC(=O)CN3CCCC3)ccc21 | ? | .

# (further entries)
SMILES | Lipid storage S3 | Lipid storage S3 cell count max
COC(=O)c1ccc([N+](=O)[O-])c(CS(=O)(=O)c2ccc(Cl)cc2)c1 | 7% | 14
CC(C)CCn1c(=O)c2ccccc2n2c(CCC(=O)NCC3CCCO3)nnc12 (stereo not drawn) | ? | .
CC(C)(C)NC(=O)Cn1c(SCC(=O)N2CCCCCC2)nc2ccccc21 | ? | .
CCCc1nnc(NC(=O)C(C)N2C(=O)C3C4C=CC(C4)C3C2=O)s1 (stereo not drawn) | 4% | -6
CCN(C(=O)C(C)N1C(=O)/C(=C/c2ccco2)SC1=S)C1CCS(=O)(=O)C1 (stereo not drawn) | ? | .
CCOC(=O)c1ccc(NC(=O)NCCN2CCCCC2)cc1 | i | .
CC(=O)OC[C@H]1COc2ccc3ccccc3c2[C@H]1N(C)C(C)=O | ? | .
Cn1c(=O)[nH]c(=O)c2c1nc(NCCCO)n2CCOc1ccccc1 | -10% | 13
C#CCOc1ccc(/C=C2/C(=O)NN(c3ccccc3)C2=O)cc1OC | ? | .
CCC(Oc1ccc2c(c1)C(=O)CC(C)(C)O2)C(=O)NCCN1CCCCCC1 (stereo not drawn) | ? | .
COc1ccc(COC(=O)Nc2c(SC)nsc2SC)cc1 | ? | .
Cc1ccc(O)c(NC(=O)CSc2n[nH]c(-c3ccccc3)n2)c1 | ? | .
O=C(NCCc1c[nH]c2ccccc12)c1ccc2c(c1)OCO2 | ? | .
COc1ccc(-c2oc3ccccc3c(=O)c2OC(=O)c2ccc(C)cc2)cc1 | 0% | .
CCCC(=O)NC(=S)Nc1cccc(-c2nc3ncccc3o2)c1 | -16% | -1
Cc1cc(C)cc(C(=O)NC(CC(N)=O)c2ccc(N3CCN(C)CC3)c([N+](=O)[O-])c2)c1 (stereo not drawn) | i | 13
CC(C)COc1ccc(N)cc1OCC(C)C | 0% | 8
Nn1c(SCC(=O)NC2CCCCC2)nnc1-c1ccc(Cl)cc1 | -4% | 18
O=S(=O)(NC1Cc2ccccc2C1)c1ccccc1 | 9% | -1
COC(=O)c1c(NC(NC(=O)CC(C)C)C(Cl)(Cl)Cl)sc2c1CCC2 (stereo not drawn) | 0% | -2
Cc1ccc2cc(CN(CCCO)S(=O)(=O)c3cccc4nsnc34)c(=O)[nH]c2c1 | -9% | 5
Cc1ccccc1-c1nc(CS(=O)(=O)CC(=O)NC2CCCC2)c(C)o1 | -11% | -21
Cn1c(=O)c2[nH]c(CNCc3ccccc3Cl)nc2n(C)c1=O | i | .
CCC1(c2ccc(F)cc2)NC(=O)N(CC(=O)N2CC(=O)Nc3ccccc32)C1=O (stereo not drawn) | i | .
CCOC(=O)c1[nH]c2ccccc2c1NC(=S)Nc1cc(C)ccc1C | ? | .
CCOC(=O)c1c(C)[nH]c(C)c1C(=O)COC(=O)c1ccc(S(=O)(=O)N(CC)CC)cc1 | ? | .
COc1cc(CC(=O)O)ccc1OCc1ccccc1 | i | .
COc1ccc2[nH]c3c(=O)n(CCCCC(=O)NCCC(C)C)c(=S)[nH]c3c2c1 | -2% | 0
Cc1ccc(N2CC(C(=O)N3CCOCC3)CC2=O)cc1Cl (stereo not drawn) | -1% | -1
Cc1cc([N+](=O)[O-])ccc1NC(=O)Nc1ccc(F)cc1F | ? | .
O=C1CCC(=O)N1c1ccc(S(=O)(=O)N2CCCC2)cc1 | ? | .
O=C(c1cc2cc([N+](=O)[O-])ccc2oc1=O)N1CCOCC1 | -5% | -7
COCCC1CCCCN1Cc1cn(-c2ccccc2)nc1-c1ccc2c(c1)OCO2 (stereo not drawn) | 10% | -4
O=S1(=O)N=C(N2CCOCC2)c2ccccc21 | ? | .
C=CCNC(=O)NC(=S)c1ccccc1 | ? | .
COc1ccccc1N1CCN(c2nnc(-c3ccc(F)cc3)c3ccccc23)CC1 | ? | .
COc1ccccc1NC(=O)NNC(=O)C(C)Oc1ccc2ccccc2c1 (stereo not drawn) | 7% | 8
COc1cc(/C=C/C(=O)N(C)c2ccccc2C(=O)O)cc(OC)c1OC | 13% | -1
CCOc1ccc(NC(=O)c2ccccc2NC(=O)CN2CCCCCC2)cc1 | ? | .
COc1cc(C(=O)NC2CCCc3c2cnn3-c2ccccc2F)cc(OC)c1OC (stereo not drawn) | 16µM* | 22*
CC(=O)NCCCc1nc2ccccc2n1Cc1ccc(C)cc1 | ? | .
Cc1c(-c2ccccn2)c(=O)[nH]n1-c1ccc(F)cc1 | 4%[9.22 µM] | 9
O=c1c(Cc2c(F)cccc2Cl)c(O)ccn1CCCn1ccnc1 | ? | .
Cc1nn(Cc2ccc([N+](=O)[O-])cc2)c(=O)n1-c1ccc(Cl)cc1 | -8% | 4
Cc1ccccc1OCC(=O)NCCS(=O)(=O)N1CCN(c2ccc(F)cc2)CC1 | 9% | -3
Cc1cc(C)n(CC(=O)N/N=C/c2c[nH]c3ccccc23)n1 | 6% | 10
COc1ccc(NC(=O)NCc2ccccn2)c(OC)c1 | 11% | -9
CCn1cc(C(=O)O)c(=O)c2cc(F)c(N3CCN(S(=O)(=O)c4ccc5c(c4)OCCO5)CC3)cc21 | ? | .
Cc1ccc(NC(=O)CSc2nnc(C)c(=O)n2N)cc1 | ? | .
COc1ccc(NC(=O)c2cc(-c3ccccc3)on2)cc1OC | 5% | -2
COc1ccc(NS(=O)(=O)c2cccc(C(=O)N3CCN(c4ccccc4O)CC3)c2)cc1 | ? | .
O=C(CSc1ncn[nH]1)Nc1ncc(C(F)(F)F)cc1Cl | i | .
Cc1cccc(C)c1NC(=O)C1(N(C(=O)c2ccccn2)c2ccc(O)cc2)CCCCC1 | 0% | 11
COc1cccc2cccc(/C=N/n3cnnc3)c12 | ? | .
Cc1cccc(Oc2cc(N)cc([N+](=O)[O-])c2)c1 | ? | .
COc1ccc2c(c1)CC/C(=C/c1ccco1)C2=O | ? | .
COCCn1c(-c2ccccc2Cl)nc2c(c(=O)c3ccccc3n2C)c1=O | 15% | 16
C/C(=N/NC(=O)c1ccc(Br)o1)c1cccc(NC(=O)c2ccc(F)cc2)c1 | ? | .
CC1CCN(CCOc2ccccc2-c2ccccc2)CC1 | ? | .
COC(=O)C1=C(C)Nc2ncnn2C1c1ccccn1 (stereo not drawn) | i | .
